Compound activity deposited in PubChem BioAssay by National Center for Advancing Translational Sciences (NCATS).
Nrf2 ARE act – activates Nrf2 signaling | AREc32 ARE-luciferase reporter (MCF7-derived line), luminescence, 24 h | Potency, µM (series often up to 46.1 µM), inactives show top-dose activation, most hits filed as activators | 410,000 tested, 0.31% active; further: potency means the concentration at half of the fitted maximal effect; % of control where 0% means no effect; nearly all actives have a fitted effect of over 65% in size
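Reporter line AREc32 (ARE-Fluc), seeded overnight in OPTI-MEM with 5% FBS; compound pin-transferred, 24 hr at 37 deg C, 5% CO2; luminescent read-out.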
TGFb inhibitor – inhibitors of TGF-b signaling; HepG2 CAGA-GFP TGF-b/SMAD3 reporter, GFP fluorescence, 18 h; TGF-beta stimulated, 500 pg/mL final; Potency, µM (highest dose often 46.1 µM), inactives show at the highest dose activity, negative = inhibition, most hits filed as inhibitors; 410,000 tested, 1.2% active; AID 588855; further: potency means the concentration at half of the fitted maximal effect; on the % scale 0 is the no-effect control and ±100 the full control effect; nearly all actives have a fitted effect of over 65% in size
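Smad-responsive CAGA-GFP expression was quantified in HEPG2 cells exposed to compounds and 500 pg/mL final TGF-beta for 18 h at 37 degrees C; unstimulated wells defined full inhibition.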
EPAC2 antag – antagonists of human EPAC2 | AID 720708 | Potency, µM (titrated, usually from 114 µM), inactives show top-dose activity, negative = inhibition, hits mostly inhibitors | 360,000 tested, 0.18% active | EPAC2 GEF exchange of Rap1B-BODIPY-GDP, fluorescence; further: potency means the concentration at half of the fitted maximal effect; on the % scale 0 is the no-effect control and ±100 the full control effect; nearly all actives have a fitted effect of over 45% in size; many of its hits are not listed in these tables
Target sequence (Q8WZA2 whole entry, looked up): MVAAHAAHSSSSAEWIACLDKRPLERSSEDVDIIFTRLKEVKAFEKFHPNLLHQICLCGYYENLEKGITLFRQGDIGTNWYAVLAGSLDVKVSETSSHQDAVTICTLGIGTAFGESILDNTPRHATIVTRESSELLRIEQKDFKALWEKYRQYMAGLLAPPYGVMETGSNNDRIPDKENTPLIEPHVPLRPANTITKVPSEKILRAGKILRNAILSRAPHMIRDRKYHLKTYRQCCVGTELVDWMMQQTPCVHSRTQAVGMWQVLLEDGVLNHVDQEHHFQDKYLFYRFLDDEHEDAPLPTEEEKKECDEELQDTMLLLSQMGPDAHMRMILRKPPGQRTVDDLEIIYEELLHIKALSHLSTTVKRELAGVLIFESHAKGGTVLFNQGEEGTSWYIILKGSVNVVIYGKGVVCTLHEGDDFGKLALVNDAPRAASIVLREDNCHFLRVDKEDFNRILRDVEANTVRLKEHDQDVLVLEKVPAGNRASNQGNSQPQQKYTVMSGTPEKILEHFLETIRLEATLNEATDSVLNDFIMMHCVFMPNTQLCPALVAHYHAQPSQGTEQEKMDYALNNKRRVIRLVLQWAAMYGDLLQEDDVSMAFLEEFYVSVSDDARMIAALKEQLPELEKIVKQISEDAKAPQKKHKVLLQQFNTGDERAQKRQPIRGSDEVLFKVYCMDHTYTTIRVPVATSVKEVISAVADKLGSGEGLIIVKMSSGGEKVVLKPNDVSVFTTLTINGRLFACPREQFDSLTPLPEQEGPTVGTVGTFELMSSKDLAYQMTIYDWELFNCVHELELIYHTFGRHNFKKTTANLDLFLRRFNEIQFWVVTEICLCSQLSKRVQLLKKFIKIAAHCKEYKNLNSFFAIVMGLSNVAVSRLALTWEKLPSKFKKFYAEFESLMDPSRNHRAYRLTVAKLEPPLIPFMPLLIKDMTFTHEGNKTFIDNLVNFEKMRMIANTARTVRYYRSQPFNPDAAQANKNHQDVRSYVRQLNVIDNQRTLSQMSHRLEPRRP
Nrf2 inh – blocks Nrf2 signaling; A549 ARE-Fluc reporter, luciferase luminescence, 18-24 h; Potency, µM (doses to about 46 µM), for inactives: top-dose activity change, negative = inhibition, hits mostly inhibitors; 360,000 tested, 2.1% active; AID 504444; further: potency means the concentration at half of the fitted maximal effect; on the % scale 0 is the no-effect control and ±100 the full control effect; nearly all actives have a fitted effect of over 60% in size
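Nrf2 function is reported as luminescence of an ARE-controlled luciferase in A549 cells. Compounds were tested at several concentrations, and a CellTiter-Fluor read on the same wells flagged cytotoxicity.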
MmCpn inh – inhibitors of Methanococcus maripaludis chaperonin (MmCpn) | 330,000 tested, 0.031% active | Potency, µM (top dose mostly 76.9 µM), for the others: top-dose activity, negative = inhibition, actives largely listed as inhibitors | purified Mm-Cpn ATPase, ADP Transcreener TR-FRET | AID 504842; further: potency means the concentration at half of the fitted maximal effect; on the % scale 0 is the no-effect control and ±100 the full control effect; nearly all actives have a fitted effect of over 80% in size
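Quantitative HTS used 25 nM Mm-CPN and 10 uM ATP in magnesium/KCl Tris buffer, pH 7.4, with 1 mM DTT. Hydrolysis ran 30 min at 37°C; ADP was read by HTRF.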
EPAC2 agonist – EPAC2 (human) agonism; Q8WZA2; EPAC2 activation, biochemical qHTS; response scale: 100% = 6.5 mM cAMP response; Potency, µM (highest dose often 154 µM), for inactives: top-dose activation, hits mostly activators; 360,000 tested, 0.079% active; further: potency means the concentration at half of the fitted maximal effect; nearly all actives have a fitted effect of over 50% in size
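In this primary screen, activation is scored as increased exchange of BODIPY-GDP from Rap1B by 100 nM EPAC2, with 50 uM GDP as competitor. Signal is normalized to the 6.5 mM cAMP agonist control.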
CCT chaperon mod – changes cytosolic chaperonin activity | purified chaperonin ATPase assay, HTRF ADP detection, 30 min | activity change, % (concentration not given with the values), hits read low | 360,000 tested, 0.3% active; in the data active means activity change below about -30%; further: on the % scale 0 is the no-effect control and ±100 the full control effect
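Enzyme 40 or 20 nM (batch-dependent) in Tris pH 7.4/KCl/MgCl2/DTT; cpd 76 uM single point; ATP 10 uM; 30 min 37 °C; Transcreener ADP HTRF detection, 30 min RT; ratio 665/615.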
pAkt inh – Akt phosphorylation inhibition; activity change, % for hits at 50 µM; Neuro2A IGF-stimulated pAkt S473 HTRF, 20 min; hits give low values; AID 651550; 360,000 tested, 0.32% active; in the data active means activity change below about -80%; inconclusive means mostly about -51% to -80%; further: on the % scale 0 is the no-effect control and ±100 the full control effect
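Neuro2A cells (4,500/well, DMEM with 0.5% FBS) were treated with compound at a single 50 µM final concentration, stimulated with 6 nM IGF for 20 min at 37 °C, and lysed. Phospho-Akt Ser473 was read by HTRF as 665/615 ratio ×10^4.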
A549 viability – counter-screen for Nrf2 inhibitors: cytotoxicity in A549 cells | Potency, µM (doses to about 46 µM), for inactives: top-dose activity change, negative = cytotoxicity, most hits filed as inhibitors | AID 504648 | A549 ARE-Fluc cells, CellTiter-Fluor viability, 18-24 h | 390,000 tested, 0.16% active; further: potency means the concentration at half of the fitted maximal effect; on the % scale 0 is the no-effect control and ±100 the full control effect
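A549 ARE_Fluc cells in 5% FBS OPTI-MEM were exposed to compounds in concentration-response for 18-24 h at 37 deg C. Viability was read by CellTiter-Fluor fluorescence (Ex 405/Em 525) after 30 min, before the luciferase read.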
An asterisk follows results filed as active; i = inactive; ? = inconclusive; nt = not tested or not shown; & = joins results of further samples; [ ] = dose if it differs, or a comment. Unless noted, the call rests on the fitted dose curve; in most records, active means well fitted curve in the direction sought with a large enough effect; inconclusive means small, poorly fitted or top-dose-only effect, or another doubt; inactive means no such curve, though single readings can be large; an effect the other way counts as inactive or inconclusive.

compound | MmCpn inh | EPAC2 antag | pAkt inh | EPAC2 agonist | Nrf2 inh | TGFb inhibitor | A549 viability | Nrf2 ARE act | CCT chaperon mod
Cc1cc(C)c(C2=NOC(O)(C(F)(F)F)C2)c(=O)[nH]1 (stereo unspecified) | 0% | 2% | i | -3% | nt | -11% | 5% | -0.9% | -4.3
O=C(NCC1=C(c2cccc3ccccc23)C[C@@H]2CC[C@H]1N2Cc1ccco1)c1ccncc1 | nt | 20% | i | 9% | nt | -15% | nt | 0.0% | -1.3
C=Cn1ccnc1P(=S)(c1ccc(Cl)cc1)c1nccn1C=C | -1% | -3% | i | 3% | 26% | 13% | 0% | -0.4% | -0.9
Cc1cccc(CC(c2cccc(C)c2)N(C)C)c1 (stereo unspecified) | nt | 8% | i | 8% | 13% | 8% | 3% | 0.4% | -1.1
O=c1[nH]c(=O)n(CCC2=CCCCC2)c(O)c1C=NCc1cccnc1 | 1% | -4% | i | 3% | 6% | 2% | 0% | 0.5% | 0.0
O=S(=O)(c1ccc(F)c(F)c1F)N1CCN(c2ncnc3sccc23)CC1 | 2% | 10% | i | -5% | 13µM* | ? | 0% | 4.9% | -0.8
CCN(CC)C(=O)c1ccc(NC(=O)c2ccc(N3CCCC3=O)cc2)cc1 | 3% | -4% | i | 5% | -20% | -15% | 1% | 0.6% | -0.7
COc1ccccc1-n1c(O)c(C=Nc2c(C)n(C)n(-c3ccccc3)c2=O)c(=O)[nH]c1=O | 1% | 6% | i | 3% | 2% | -16% | 0% | -0.5% | 3.5
COC(=O)C1=C(c2ccc(F)cc2F)C[C@@H]2CC[C@H]1N2C(=O)N1CCCCC1 | 1% | -18% | i | -7% | 6% | 3% | -3% | -0.5% | -0.4
C[C@]12CC[C@@H]3c4cc(O)c(O)cc4CC[C@H]3[C@@H]1CC[C@@H]2O | 2% | -13% | i | 3% | -2% | ? | -13% | 23% | -3.8
CCC(C)NC(=O)c1c(N)n(Cc2ccc3c(c2)OCO3)c2nc3ccccc3nc12 (stereo unspecified) | -1% | -2% | i | 9% | ? | -27% | ? | 0.3% | -0.8
c1ccc2c(CN3CCOCC3)c[nH]c2c1 | 0% | 3% | i | 8% | 2% | 13% | 0% | 0.5% | 0.7
CN(C(=O)Oc1ccc(F)cc1)c1ccccc1 | 1% | -6% | i | -1% | 2% | 17% | 7% | 2.3% | -0.5
CSc1cccc(NC(=O)C2CCN(C(=O)c3cnn(-c4ccccc4)c3-n3cccc3)CC2)c1 | nt | nt | nt | nt | 23µM* | ? | -22% | 7.0% | nt
COc1ccc(C=C(C#N)c2ccc(OC)cc2)cc1 | nt | -8% | i | 10% | ? | 1% | -16% | 3.7% | -7.8
O=S1(=O)N(Cc2ccccc2Cl)CCCN1Cc1ccccc1Cl | nt | nt | nt | nt | -10%[9.27 µM] | -8% | -14% | -0.4% | nt

Shown with two lines to a compound: two of the compounds above
Values run as follows: MmCpn inh	EPAC2 antag	pAkt inh	EPAC2 agonist	Nrf2 inh	TGFb inhibitor	A549 viability	Nrf2 ARE act	CCT chaperon mod
CSc1cccc(NC(=O)C2CCN(C(=O)c3cnn(-c4ccccc4)c3-n3cccc3)CC2)c1
 : nt	nt	nt	nt	23µM*	?	-22%	7.0%	nt
COc1ccc(C=C(C#N)c2ccc(OC)cc2)cc1
 : nt	-8%	i	10%	?	1%	-16%	3.7%	-7.8

(list continues)
compound | MmCpn inh | EPAC2 antag | pAkt inh | EPAC2 agonist | Nrf2 inh | TGFb inhibitor | A549 viability | Nrf2 ARE act | CCT chaperon mod
CN1C(=O)c2ccccc2Sc2ccc(NC(=O)N3CCN(c4ccccc4)CC3)cc21 | nt | nt | nt | nt | -15% | ? | 5% | 0.4% | nt
Cc1cc(N2CCNCC2)nc2ccccc12 | 1% | 5% | i | 3% | ? | -1% | -4% | 0.6% | 0.3
COCCNC(=O)N1[C@H]2CC[C@@H]1C(C(=O)OC)=C(c1ccc(-c3ccccc3)c(F)c1)C2 | 1% | -26% | i | 5% | 18µM* | ? | -3% | 4.9% | -0.3
CCCCC(=O)N/N=C/c1c(O)n(Cc2ccc(F)cc2)c(=O)[nH]c1=O | 0% | -1% | i | 1% | -4% | -7% | 3% | -0.8% | -4.4
Brc1cc2c(cc1CN1CCN(c3ccccc3)CC1)OCCO2 | 0% | -10% | i | 15% | 2% | -4% | 3% | -0.4% | -2.1
COC(=O)C1=C(c2ccccc2)C[C@@H]2CC[C@H]1N2C(=O)NCCS(C)=O (stereo partly specified) | nt | 5% | i | 12% | -1% | ? | 0% | -1.1% | -2.5
CN(C)C(Cc1ccc(Cl)cc1)C(=O)c1ccccc1 (stereo unspecified) | -3% | -5% | i | -1% | 6% | -4% | -3% | 2.9% | 0.1
NC(=O)Cn1cc(C(=O)c2ccccc2F)c2ccccc21 | 0% | -8% | i | 8% | 9% | 14% | -3% | -0.4% | -4.4
NP(=O)(OCCCc1ccccc1)Oc1ccccc1Cl (stereo unspecified) | 3% | -11% | i | 5% | 3% | -1% | 7% | -0.5% | -4.0
Cc1ccc(C(=O)N[C@@H](C)CN2C3=NC[C@@H](Cc4ccccc4)N3C[C@H]2Cc2ccc(O)cc2)cc1Br | nt | 3% | i | -6% | 23% | ? | -8% | -1.8% | -1.7
COc1ccc2c3c([nH]c2c1)C(C)=NCC3 | -8% | 7% | i | 2% | 7% | 7% | 1% | 3.2% | -8.9
CC(CN1CCOCC1)C(C#N)(c1ccccc1)c1ccccc1 (stereo unspecified) | nt | -13% | i | 3% | 6% | 3% | 20% | -0.2% | -0.2
CCOC(=O)C1=C(C)OC(N)=C(C#N)C12C(=O)Nc1ccc(C)cc12 (stereo unspecified) | -11% | 3% | i | 4% | 7% | -1% | -4% | 0.4% | -1.0
CCCCN1CCC(C#N)(Nc2ccccc2)CC1 | -1% | -1% | i | 3% | 0% | -19% | -4% | -0.3% | -0.5
CCC(=NCc1cccnc1)c1c(O)n(-c2ccccc2C)c(=O)[nH]c1=O | -1% | 8% | i | 0% | 1% | -24% | 0% | -0.1% | -2.6
CC(C(=O)c1c[nH]c2ccccc12)N1CCN(C(=O)c2ccco2)CC1 (stereo unspecified) | 2% | -2% | i | 12% | -3% | 20% | 1% | 2.9% | 0.9
O=C1c2ccccc2-c2cc3ccccc3cc21 | nt | 6% | i | -2% | ? | 4% | -2% | 3.2µM* | 0.6
Cc1cc2ccccc2n1-c1ccc(C(=O)N2CCC(C(=O)NCc3ccc(Cl)cc3)CC2)s1 | nt | nt | nt | nt | 7.3µM* | ? | -15% | -0.4% | nt
COc1ccccc1NC(=O)N(Cc1ccc2c(c1)OCO2)C1CCN(Cc2ccccc2)CC1 | nt | nt | nt | nt | ? | 8.9µM* | -11% | 8.2% | nt
NP(=O)(Oc1ccccc1Cl)Oc1ccccc1Cl | 3% | -13% | i | 6% | -3% | ? | -9% | -0.3% | -0.5
CC1(C)COC(Nc2cccc(Cl)c2)=N1 | -1% | -2% | i | 4% | 5% | -1% | 8% | 0.4% | 0.6
COc1ccc(OP(=O)(Nc2ccccc2)Nc2ccccc2)cc1 | 2% | -4% | i | 3% | nt | -6% | 7% | -0.5% | -2.8
c1ccc(CNc2c3c(nc4ccccc24)CCC3)cc1 | 0% | -6% | i | 8% | -2% | ? | -9% | 0.0% | -0.6
Cc1[nH]c2ccccc2c1CCNCc1ccco1 | 1% | -1% | i | 2% | 0% | 7% | -6% | -0.6% | -2.6
CNC(=O)OCc1n(C)cc[n+]1C | 2% | -1% | i | 2% | -3% | 7% | 1% | 2.4% | -5.9
Cc1nc2ccccc2c(=O)n1-c1ccc(Cl)c(Cl)c1 | -2% | -9% | i | 3% | 2% | 0% | -18% | 0.3% | -1.6
COc1ccccc1N1CCN(CCc2ccccc2)CC1 | 0% | 7% | i | -6% | -13% | 0% | 0% | 0.6% | 1.1
CCN1CCN(c2ccc([N+](=O)[O-])cc2C(=O)OC)CC1 | -7% | 11% | i | 0% | 2% | 4% | 0% | 0.4% | 4.7
Cc1cccnc1-n1c(-c2ccccc2)nc2ccccc2c1=O | 1% | 11% | i | 7% | -13% | 0% | -5% | 0.1% | -1.0
CN(C)C(=O)Oc1cc(OC(=O)N(C)C)cc(C(O)CNC(C)(C)C)c1 (stereo unspecified) | 1%&1% | 0%&-2% | i | 1%&-3% | 9%&13% | 8%&2% | -2%&-4% | 0.4%&0.0% | -0.2&-0.9
CN1C(=O)N(C)C(=O)C2(Cc3cc(NC(=O)c4ccccc4Cl)ccc3N3CCCC32)C1=O (stereo unspecified) | -5% | -3% | i | 3% | -6% | 3% | -8% | 0.3% | -0.6
CCn1cc2nc(SCc3c(F)cccc3Cl)n(CCc3ccccc3)c(=O)c2n1 | nt | nt | nt | nt | ? | ? | -24% | -1.1% | nt
CN(C)C(=O)NC(O)C(Cl)(Cl)Cl (stereo unspecified) | -2% | -7% | i | -11% | -1% | -7% | 1% | 1.1% | 2.7
CN1CCN(c2ccc([N+](=O)[O-])c(SCCO)c2)CC1 | -1% | -1% | i | -5% | 10% | -4% | -26% | -0.2% | -0.1
COC(=O)C1=C(c2ccc3ccccc3c2)C[C@@H]2CC[C@H]1N2C(=O)NCc1ccc(C(F)(F)F)cc1 | -2% | ? | i | 9% | 23µM* | ? | -25% | -0.1% | -0.8
Cc1cccc(N2CCN(C(=O)CCS(=O)(=O)c3ccc4c(c3)oc(=O)n4C)CC2)c1C | 2% | -13% | i | 10% | ? | ? | 4%&11% | 0.2%&6.8% | -3.1
c1nc2nc3c(c(N4CCNCC4)n2n1)CCCC3 | 2% | 0% | i | 7% | 3% | -3% | 2% | -0.1% | 0.4

Not all compounds are listed (hit frequency here may not be typical).
